From PubChem
SENP8 block-1: SENP8 protease inhibition. AID 2540. hit rate 1.2% among 330,000. purified SENP8, Z-RLRGG-aminoluciferin cleavage, luminescence. inhibition, % at 10 µM; in the data active = inhibition above about 50%
Target sequence (Q96LD8 whole entry, looked up): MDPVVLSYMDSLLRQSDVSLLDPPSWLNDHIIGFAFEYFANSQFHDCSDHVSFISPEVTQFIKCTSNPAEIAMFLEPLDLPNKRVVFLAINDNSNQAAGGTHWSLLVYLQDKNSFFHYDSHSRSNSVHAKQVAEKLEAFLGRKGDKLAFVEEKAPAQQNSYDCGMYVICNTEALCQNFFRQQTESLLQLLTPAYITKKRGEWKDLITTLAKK
PfG6PD inh: PfG6PD (Plasmodium falciparum) enzyme inhibition; AID 504690; hit rate 0.78% among 350,000; PfGluPho enzyme, NADPH resazurin-diaphorase fluorescence; inhibition, % at 20 µM;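 active = inhibition reaching at least a set limit at 20 µM in the primary screen, cut at about 59% in these data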;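 note: 0% = DMSO wells with substrate and 100% = DMSO wells lacking glucose-6-phosphate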
NALP3 yeast inh: inhibitors of NALP3 inflammasome in yeast; Yeast reconstituted NLRP3/ASC/caspase-1, beta-gal luminescence, 24 h; inhibition, % at 10 µM; hit rate 0.39% among 330,000;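 active = inhibition of 50% or more; inactive = inhibition below 50%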;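 note: plate controls were induced DMSO wells for no effect and uninduced yeast grown without galactose for full effect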
SENP7 block: SENP7 protease inhibition. AID 434973. inhibition, % at 5 µM. hit rate 1.5% among 330,000. recombinant SENP7, Z-RLRGG-aminoluciferin luminescence, 40 min;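 active = inhibition above about 50% at the single test dose, limit read from the data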;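 note: plate controls were DMSO with enzyme for no effect and no enzyme buffer wells for full effect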
Target sequence (Q9BQF6 706-1050 limits assumed): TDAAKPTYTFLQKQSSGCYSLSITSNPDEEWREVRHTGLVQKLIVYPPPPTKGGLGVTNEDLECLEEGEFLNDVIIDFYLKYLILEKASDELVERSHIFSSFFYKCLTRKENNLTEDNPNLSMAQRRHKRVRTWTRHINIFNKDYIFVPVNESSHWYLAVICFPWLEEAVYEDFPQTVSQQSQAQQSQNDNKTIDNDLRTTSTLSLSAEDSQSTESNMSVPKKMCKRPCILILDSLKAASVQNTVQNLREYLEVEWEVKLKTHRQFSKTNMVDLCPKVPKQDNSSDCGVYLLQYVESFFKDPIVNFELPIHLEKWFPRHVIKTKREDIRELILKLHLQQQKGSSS
Apaf1 inhib: blocks human Apaf-1 apoptosome activity. O14727. reconstituted apoptosome caspase-3 activity, DEVD-Rh110 fluorescence. inhibition, % at 20 µM. hit rate 0.71% among 330,000; active = inhibition of at least 40% at 20 µM;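 note: plate controls were DMSO wells for no effect and DEVD-CHO caspase inhibitor wells for full effect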
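System: Apoptosome proteins | Medium: Hepes pH 7.5 with detergent and BSA | Also added: Cytochrome c trigger plus (Z-DEVD)2-Rh110 caspase-3 substrate | Incubation: 30 min compound preincubation, 50 min activation, room temperature | Detection: Rhodamine 110 fluorescence at Ex 480/Em 540 nm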
SENP1 FRET inh: SENP1 (human) catalytic domain inhibition | AID 624204 | recombinant SENP1 catalytic domain, CyPet-SUMO1-YPet FRET cleavage | Q9P0U3 | inhibition, % at 10 µM | hit rate 0.21% among 360,000;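 active = inhibition at least 30% at 10 µM, raw YFP signal under a set limit, fluorescence ratio 0.5 to 1.5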;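 note: 0% = enzyme with DMSO and 100% = no enzyme wells; some results filed as inactive read as strong as hits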
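System: Recombinant human SENP1 catalytic domain, His6-tagged | Incubation: Enzyme reaction for 50 min at room temperature, dark | Medium: Tris pH 8 with BME, BSA, NP40 and catalase | Also added: 25 nM SUMO1 FRET substrate | Compound: 10 µM single point, 0.5% DMSO | Measured by: FRET fluorescence in CFP and YFP emission channels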
HKDC1 inhibitor: blocks human hexokinase HKDC1 activity; inhibition, % at 20 µM; recombinant HKDC1, G6PDH/diaphorase resazurin coupled fluorescence; Q2TB90; hit rate 0.16% among 340,000;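 active = inhibition above about 35% when tested at 20 µM, limit read from the data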;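 note: plate controls were DMSO wells with enzyme for no effect and DMSO wells lacking enzyme for full effect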
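test system = in-house recombinant HK5 (HKDC1) enzyme | amount = HKDC1 at 5 µg/mL | control set = DMSO-enzyme wells negative, buffer-substituted wells positive | compound = one dose of 20 µM, 1% DMSO | schedule = reaction time 90 min, room temperature, protected from light | technique = resorufin fluorescence at 613 nm | reagent = glucose with 1 mM ATP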
SENP8 block-2: SENP8 (human) protease inhibition | recombinant SENP8, Nedd8 substrate fluorescence | inhibition, % at 20 µM | hit rate 0.64% among 360,000 | AID 602440; in the data active = inhibition mostly above about 40%, no sharp cut-off; inactive = mostly below about 27%
SENP6 block: inhibitors of human SENP6 protease; Q9GZR1; Recombinant SENP6 catalytic domain, aminoluciferin luminescence; inhibition, % at 10 µM; hit rate 1.8% among 330,000;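 active = inhibition above about 50% at the single tested dose, limit read from the data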;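 note: plate controls were DMSO wells with enzyme for no effect and DMSO wells lacking enzyme for full effect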
Target sequence (Q9GZR1 628-1112 limits assumed): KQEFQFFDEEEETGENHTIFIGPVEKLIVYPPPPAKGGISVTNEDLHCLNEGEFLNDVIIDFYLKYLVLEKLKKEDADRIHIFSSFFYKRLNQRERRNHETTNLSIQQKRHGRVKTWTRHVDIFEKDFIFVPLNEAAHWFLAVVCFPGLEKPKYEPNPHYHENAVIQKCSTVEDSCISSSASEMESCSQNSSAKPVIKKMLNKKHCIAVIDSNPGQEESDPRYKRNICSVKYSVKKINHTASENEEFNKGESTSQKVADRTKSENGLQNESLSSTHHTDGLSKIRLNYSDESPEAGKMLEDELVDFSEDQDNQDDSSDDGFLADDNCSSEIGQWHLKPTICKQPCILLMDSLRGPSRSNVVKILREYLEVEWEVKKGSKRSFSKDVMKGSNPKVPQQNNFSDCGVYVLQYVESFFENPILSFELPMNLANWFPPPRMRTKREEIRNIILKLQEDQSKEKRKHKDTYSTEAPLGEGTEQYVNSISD
Active calls of the source: *; . = no result given.

SMILES	SENP8 block-1	PfG6PD inh	NALP3 yeast inh	SENP7 block	Apaf1 inhib	SENP1 FRET inh	HKDC1 inhibitor	SENP8 block-2	SENP6 block
O=C(NC(CC(=O)N1CCN(c2ccc([N+](=O)[O-])cc2)CC1)c1ccccc1)c1ccccc1Cl (stereo not given)	-6	-6	1	-4	10	-6	-7	25	-14
Cc1cc(C)c(S(=O)(=O)/N=C2\C=C(NS(=O)(=O)c3ccccc3)C(=O)c3ccccc32)c(C)c1	20	1	18	6	64*	2	19	73*	33
CSc1sc(C(=O)NN)c2c1C1(CCC2)SCCS1	1	16	18	0	10	-8	-1	23	-31
CC(C)(C)C1=C(C#N)C(c2ccncc2)C(C#N)=C(N)O1 (stereo not given)	-2	-6	25	-4	4	-11	7	-29	-4
O=C(O)c1ccc2c(=O)n3c(nc2c1)/C(=C/c1ccc(C(F)(F)F)cc1)CC3	3	-4	7	6	10	0	6	-277	7
O=C(c1cc2ccccc2oc1=O)N(Cc1ccccc1)CC1CCCO1 (stereo not given)	2	8	-6	3	2	2	-3	15	-7
Cc1cccc(/C=C2/SC(=O)N(Cc3ccccc3)C2=O)n1	-2	-11	8	1	6	-1	5	16	-11
CCN(CC)S(=O)(=O)c1ccc2oc(C(=O)N3CCc4ccccc4C3)c(C)c2c1	-8	19	0	0	24	-1	-1	13	-15
Cn1c(=O)c2c(nc(Oc3cccc(Br)c3)n2C)n(C)c1=O	3	10	1	7	11	2	2	6	19
CC[C@@]12C(=O)N(c3ccccc3)C(=O)N1[C@H](c1ccc(Br)cc1)[C@@H]1C(=O)N(C(C)(C)C)C(=O)[C@@H]12	-3	11	6	-2	1	4	0	18	3
Cc1cc(C)c2sc(N)nc2c1	-3	-12	-6	-8	-1	2	2	1	5
CCCC(CC)Sc1nc2c([nH]1)c(=S)n(C)c(=O)n2C (stereo not given)	.	-14	.	.	.	-1	-4	-156	.
COc1ccc2c(C)c(CCC(=O)NCCCN3CCCC3=O)c(=O)oc2c1C	5	-2	2	-10	-11	1	-3	-169	-3
CC(C)[C@H](NC(=O)c1cccc(S(=O)(=O)N2CCOCC2)c1)C(=O)OCC(=O)Nc1cccc(Br)c1	.	14	.	.	.	1	1	16	.
CCOc1ccc(CCNC(=O)COC(=O)c2cccc(N(C)C)c2)cc1OCC	-12	-7	8	-16	15	-3	-4	-264	-11
O=C(Nc1ccc(Cl)cc1C(F)(F)F)C(Sc1cccc[n+]1[O-])c1ccccc1 (stereo not given)	6	-2	-2	2	-10	1	0	0	-6
COc1ccccc1N(CC(=O)N/N=C(\C)c1cccc(Br)c1)S(C)(=O)=O	0	-3	13	1	12	1	-3	11	14
S=c1[nH]c2ccc(Cc3ccc4[nH]c(=S)[nH]c4c3)cc2[nH]1	6	37	11	3	-11	13	3	-24	-1
Cc1ccc2c(c1)C1C[N+](C)(CC(=O)Nc3ccccc3Cl)CCC1N2C(=O)c1ccccc1Cl (stereo not given)	-15	8	17	0	37	2	-6	11	0
COc1ccc(-c2n[nH]c(=S)nc2-c2ccc(OC)cc2)cc1	-2	30	-15	-8	2	-3	3	12	1
COc1ccc(N2CCN(C(=O)COC(=O)c3ccco3)CC2)cc1	-14	-3	9	-17	-5	-1	-1	17	-4
CCC(C)CCN1C(N(C)C)=NC[C@@H]1CC(C)C (stereo not given in full)	-4	0	3	9	13	3	-5	19	8
COC(=O)c1ccc(NC(=S)NC(=O)c2cc(-c3ccccc3)nc3ccccc23)cc1	7	-7	14	0	-1	-1	-2	20	-5
Cc1cccc(C(=O)OCC(=O)NCc2ccco2)c1	-9	1	9	-2	12	3	-4	6	-14
CN1CCN(C(=O)C2CCN(S(=O)(=O)c3ccccc3[N+](=O)[O-])CC2)CC1	-9	-12	4	-7	7	5	-9	11	-9
Following part
SMILES	SENP8 block-1	PfG6PD inh	NALP3 yeast inh	SENP7 block	Apaf1 inhib	SENP1 FRET inh	HKDC1 inhibitor	SENP8 block-2	SENP6 block
COC(=O)c1cccc([N+](=O)[O-])c1CN1CCCC(C(N)=O)C1 (stereo not given)	5	0	0	5	-10	-2	-4	-107	1
CC(=O)c1ccc(N2CCN(C(=O)CCCn3c(=O)[nH]c4ccc(Br)cc4c3=O)CC2)cc1	-4	14	-3	3	4	1	20	-176	8
O=C(NC1CCCCC1)c1ccccc1C(F)(F)F	4	7	-3	7	-8	-1	-5	16	16
Cc1cnc(SCc2ccc(Cl)cc2Cl)[nH]c1=O	2	-44	42	-2	-2	2	-3	12	-17
CNCC[C@@H](Oc1ccccc1C)c1ccccc1	-3	1	17	9	11	0	-6	4	-18
CCOC(=O)c1sc(NC(=O)c2cc(-c3ccccc3)nc3ccccc23)c(C#N)c1C	0	49	12	2	9	20	-8	24	-10
COc1ccccc1-c1nnc(NC(=O)C(C)SC2=NCCS2)s1 (stereo not given)	-1	-4	23	11	-4	-2	-2	-60	10
Cc1nn(-c2ccccc2)c(Cl)c1C(=O)N1CCN(C)CC1	-4	-17	-10	-4	4	0	-9	10	-2
O=C(NCCS(=O)(=O)N1CCN(c2ccccc2F)CC1)c1ccc(F)c(F)c1	3	7	22	0	3	2	-9	5	-3
O=C(CCS(=O)(=O)c1cccc2nonc12)N1CCCc2ccccc21	-7	4	16	5	1	1	2	4	-12
CC(C)OCCCNc1ncnc2c1nc1n2CCCC1	-1	-2	8	0	3	-1	6	-4	-4
CCOC(=O)Cc1csc(SCC(=O)Nc2cccc(C#N)c2)n1	-9	-7	6	-8	11	0	-7	5	-1
COCCN(C(=O)C1CC1)c1nnc(-c2cccc(C)c2)s1	-6	11	-7	-8	12	1	0	1	-17
O=C(CCc1ccccc1Cl)Nc1cccc(S(=O)(=O)N2CCCC2)c1	0	22	-16	4	23	-1	-3	0	-5
C=CC[C@H](CC(=O)N(CCO)Cc1ccccc1)C(=O)N[C@@H](COC(=O)[C@@H](CC=C)CC(=O)OC(C)(C)C)Cc1c[nH]c2ccccc12	-10	23	29	2	21	1	2	11	-9
Cn1c(Cc2ccccc2)nnc1SCC(=O)Nc1ccccc1N1CCOCC1	-1	-16	3	-3	4	-2	-1	4	14
COc1ccccc1NC(=O)c1cc(S(=O)(=O)NC2CCCC2)ccc1F	-4	-5	-30	9	15	1	1	20	0
CCOc1ccc(NC(=O)NCCCCc2ccccc2)cc1	-4	-3	28	-4	0	-1	1	5	-17
COCCCNC(=O)c1ccc(-n2nc(C(F)(F)F)cc2-c2cccs2)cc1	-5	-2	12	-3	17	0	1	9	7
Cc1cc(=O)[nH]c(SCc2nc3ncccn3c2Br)n1	-1	11	-6	-12	-17	-1	-11	-352	-14
COc1cc(OC)c2c(-c3ccccc3)cc(=O)oc2c1C(CCN1CCOCC1)c1ccc2c(c1)OCO2 (stereo not given)	.	0	.	-2	42*	1	4	-41	.
COc1ccccc1C(C)NC(=O)c1cc(S(=O)(=O)N2CCCCC2)ccc1C (stereo not given)	-9	4	13	-2	14	0	-6	4	-5
COc1ccccc1C(=O)NCCN1CCN(c2ccccc2)CC1	-3	-9	16	-5	2	2	-2	6	4
CC1CCCN(S(=O)(=O)c2ccc(N(C(=O)c3cnccn3)C(C(=O)NC3CCCCC3)c3cccs3)cc2)C1 (stereo not given)	1	13	13	-4	16	0	-9	14	15
O=C(NCc1ccncc1)C(=O)N/N=C/c1cccnc1	0	-3	12	5	-2	4	-3	6	-2

A second format for two compounds above.
> Cc1cnc(SCc2ccc(Cl)cc2Cl)[nH]c1=O
  SENP8 block-1: 2
  PfG6PD inh: -44
  NALP3 yeast inh: 42
  SENP7 block: -2
  Apaf1 inhib: -2
  SENP1 FRET inh: 2
  HKDC1 inhibitor: -3
  SENP8 block-2: 12
  SENP6 block: -17
> CNCC[C@@H](Oc1ccccc1C)c1ccccc1
  SENP8 block-1: -3
  PfG6PD inh: 1
  NALP3 yeast inh: 17
  SENP7 block: 9
  Apaf1 inhib: 11
  SENP1 FRET inh: 0
  HKDC1 inhibitor: -6
  SENP8 block-2: 4
  SENP6 block: -18

As entered above:
SENP1 FRET inh result of CC(C)OCCCNc1ncnc2c1nc1n2CCCC1 is entered as -1
SENP1 FRET inh result of COc1ccccc1C(=O)NCCN1CCN(c2ccccc2)CC1 is entered as 2

The listing continues:
SMILES	SENP8 block-1	PfG6PD inh	NALP3 yeast inh	SENP7 block	Apaf1 inhib	SENP1 FRET inh	HKDC1 inhibitor	SENP8 block-2	SENP6 block
O=C(Cc1coc2cc3c(cc12)CCC3)OCc1cc(=O)n2c(n1)sc1ccccc12	-1	-4	20	-7	24	-32	2	-130	-4
CCOc1ccc2c(=O)c(Oc3ccccc3)c(C)oc2c1	-11	-7	35	-10	18	2	-8	3	-10
CC(=O)N(Cc1c(C)nn(-c2ccccc2)c1Cl)c1ccc(Cl)cc1	3	-7	-5	-1	20	-1	2	18	-5
CC[n+]1c(C)sc2sc3ccccc3c21	4	.	27	3	-23	.	.	.	6
Nc1ccc(O)c2c1C(=O)c1ccccc1C2=O	5	17	10	3	-4	-14	17	65*	4
COc1ccc(/C=N\NC(=S)SCN2C(=O)C3CCC(C)(C2=O)C3(C)C)cc1 (stereo not given)	4	12	23	1	-4	1	-17	34	-10
O=C(CS(=O)(=O)Cc1ccccc1)Nc1ccc(S(=O)(=O)N2CCOCC2)cc1	7	23	-16	11	5	0	-5	-6	8
O=C(NC1CC1)C1CCN(S(=O)(=O)c2cc([N+](=O)[O-])ccc2Cl)CC1	10	17	23	-3	-3	1	10	8	2
O=c1/c(=C/c2ccco2)sc2n1CN(c1ccccc1)CN=2	0	11	21	4	-1	1	-3	5	-8
O=C(Nc1ccc(Cl)cc1C(F)(F)F)c1ccccc1Cl	-1	12	13	2	-2	-3	-8	4	-3
CCOc1cc(/C=N/Nc2ccc(C(=O)O)cc2)ccc1OC(=O)c1ccccc1C	4	6	5	3	3	2	2	-153	-8
CCCc1cc(=O)[nH]c(SCC(=O)NC2CCCc3ccccc32)n1 (stereo not given)	5	64*	-7	-7	-16	1	2	15	2
O=C(CCCOc1ccc(Cl)cc1Cl)Nc1ccccn1	-2	-2	34	1	14	0	-6	16	9
CCOC(=O)c1cc2sccc2n1CC(=O)C(C)(C)C	1	1	-2	3	-18	1	-2	-6	-18
COC(=O)c1cc(-c2ccccc2)sc1N	-17	55	12	-6	11	-6	-1	1	2
O=C(COc1ccccc1)Nc1nc2cc3c(cc2s1)OCCO3	1	6	19	6	2	-2	-7	0	-11
CC(=O)C1=C(O)C(=O)N(Cc2ccccc2)C1c1ccccc1F (stereo not given)	-8	-16	1	16	0	-3	0	16	-6
Clc1cc(NC2CCCCC2)ncn1	1	-2	-3	3	9	-1	-5	2	1
CCOc1ccc(NC(=O)CN2CCN(CC(=O)Nc3ccc(C(=O)OC)cc3)CC2)cc1	-6	-15	19	12	-2	1	-5	18	-16
O=c1oc(Nc2ccc(F)cc2)nc2ccccc12	5	2	10	4	2	1	-7	-267	28
C=C1c2cccc(C(F)(F)F)c2O[C@H](C(=O)OCC)[C@H]1OC	.	1	.	12	8	-2	5	-6	.
COc1ccccc1C(c1nnnn1Cc1ccco1)N1CCN(c2cccc(C)c2C)CC1 (stereo not given)	-2	3	31	-2	24	-2	5	2	-7
CCCCS(=O)(=O)NC1=NCN(CCOC(=O)c2ccccc2)CN1	5	11	0	-2	-6	2	7	32	4
O=C(Nc1ccccc1)C1CCN(S(=O)(=O)c2ccc3c(c2)OCCO3)CC1	-4	14	10	0	10	4	0	11	-4
